Screens as filed in PubChem BioAssay.
NCOA1 inh = inhibitors of human steroid receptor coactivator 1 (SRC1); Q15788; HEK293 GAL4-SRC1 luciferase reporter, luminescence; inhibition, % at 3.6 µM; 360,000 compounds, 0.12% hits; AID 588354;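 active = inhibition above the campaign mean plus 3 SD, with each screening campaign given its own cutoff, cut at about 60% in these data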;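 note: 0% = DMSO treated cells and 100% = gossypol at 36 µM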
LMP1 NFkB inh = Epstein-Barr LMP1 NF-kappaB reporter inhibition; 350,000 compounds, 0.69% hits; AID 504558; LMP1-induced NF-kappaB luciferase reporter cells, luminescence; inhibition, % at 12.5 µM; in the data active = inhibition above about 41%;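 note: 0% = neutral control wells and 100% = reference inhibitor control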
NCOA3 inh = inhibits human SRC3 coactivator. 360,000 compounds, 0.17% hits. inhibition, % at 3.6 µM. HEK293 GAL4-SRC3 luciferase reporter, luminescence. Q9Y6Q9;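 active = inhibition above a per-campaign cutoff, the mean of all compounds plus 3 SD, cut at about 60% in these data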;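 note: 0% = DMSO-treated cells and 100% = gossypol-treated cells at 36 µM; higher means less SRC3-driven luciferase light from the GAL4 reporter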
NR5A2 inv ag = suppresses constitutive activity of human LRH-1. O00482. HEK293T StAR-luciferase reporter, LRH-1 transfected, 24 h. inhibition, % at 3.6 µM. 360,000 compounds, 0.13% hits. AID 602396;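 active = inhibition above the mean inhibition of all tested compounds plus 3 SD, cut at about 73% in these data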;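 note: 0% = DMSO wells and 100% = reporter-only cells lacking LRH-1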
ABHD5-PLIN5 inh = inhibitors of human ABHD5-perilipin-5 interaction. Split G. princeps luciferase complementation, luminescence, 4 h. 360,000 compounds, 0.78% hits. inhibition, % at 4 µM. AID 602281;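 active = inhibition above the mean inhibition across every tested compound plus 3 SD, cut at about 22% in these data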;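 note: 0% = DMSO only wells and the 100% control is not disclosed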
MC4R antagonist = antagonists of human melanocortin 4 receptor (MC4R). P32245. MC4R-expressing cells, MTII-stimulated cAMP, LANCE TR-FRET. inhibition, % at 6.5 µM. 360,000 compounds, 0.48% hits;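 active = inhibition above its plate's cutoff, the mean of tested wells on that plate plus 3 SD, cut at about 29% in these data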;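 note: 0% = Melanotan II alone and 100% = Melanotan II plus saturating MCL0020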
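Assay system: human MC4R-expressing U2OS cells; reagent: Melanotan II stimulation of cells; dosing: 6.5 µM single dose; timing: compound 30 min, challenge 1 h, detection 1 h; signal: TR-FRET cAMP assay; replicates: one well per compound, no replicates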
TLR9-MyD88 inh = TLR9-MyD88 interaction inhibition | 340,000 compounds, 0.21% hits | inhibition, % at 4.98 µM | CHO BLA complementation TLR9-MyD88, CCF4 FRET ratio | Q9NR96+Q99836;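 active = inhibition above the mean over all tested compounds plus 3 SD, cut at about 21% in these data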;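 note: 0% = DMSO only wells and 100% = clavulanate BLA inhibitor control wells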
NR2F2 inh = blocks human COUP-TFII nuclear receptor | HEK293T NGFI-A luciferase reporter, luminescence | inhibition, % at 8.6 µM | 370,000 compounds, 0.7% hits | P24468;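 active = inhibition above a per-plate cutoff, mean inhibition of test wells between control levels plus 3 SD, cut at about 38% in these data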;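 note: cells cotransfected with COUP-TFII expression vector driving the NGFI-A reporter; 0% = median of COUP-TF2 test wells and 100% = reporter-only cells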
SRC2 inh = human SRC2 (NCOA2) inhibition. Q15596. HEK293 GAL4-SRC2 luciferase reporter, luminescence. inhibition, % at 9 µM. 370,000 compounds, 0.17% hits;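 active = inhibition above the mean inhibition of all tested compounds plus 3 SD, set per campaign, cut at about 52% in these data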;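 note: 0% = DMSO treated cells and 100% = cells given Gossypol at 36 µM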
MC4R barr agon = agonists of human melanocortin 4 receptor (MC4R) beta-arrestin | 360,000 compounds, 0.98% hits | U2OS MC4R beta-arrestin complementation, luminescence; percent of melanotan II response, DMSO zero | activation, % at 8.9 µM | P32245 | AID 540308;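 active = activation above a per-plate cutoff, the mean activation of sample wells on that plate plus 3 SD, cut at about 8% in these data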
NOD2-RIPK2 inh = blocks binding of human NOD2 to RIPK2 | O43353 | CHO BLA complementation NOD2-RIPK2, CCF4 ratio | inhibition, % at 4.98 µM | 360,000 compounds, 0.38% hits | AID 624267; in the data active = inhibition above about 21%;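 note: 0% = vehicle only and 100% = reference blocker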
* marks the source's active call; other numbers are inactive results; x = no result given. This is a subset (hit frequency here may not be typical).

SMILES	NCOA1 inh	LMP1 NFkB inh	NCOA3 inh	NR5A2 inv ag	ABHD5-PLIN5 inh	MC4R antagonist	TLR9-MyD88 inh	NR2F2 inh	SRC2 inh	MC4R barr agon	NOD2-RIPK2 inh
O=C(CCC(=O)N1CCN(c2ccccc2F)CC1)N1CCN(c2ccccc2)CC1	6	-4	-8	-3	2	-4	5	9	2	0.8	1
CCOc1ncccc1C(=O)Nc1ccc2c(c1)OCCCO2	-15	-1	-7	-6	7	-3	-8	-35	-3	2.7	-6
Cc1sc(NC(=S)NC(=O)c2cccs2)nc1-c1ccc(C(C)C)cc1	19	5	3	-5	-6	11	-4	-10	-8	-1.9	-4
CCCN(CCC)CCCOC(=O)c1ccc(Cl)cc1Cl	2	1	6	4	2	4	-10	-11	13	-0.5	1
Nc1c(/C=C2/C=CC(=O)C(O)=C2)c(=O)nc2sc(CC(=O)N3CCCC3)nn12	-7	5	-12	-5	1	1	4	19	-11	-2.2	-3
CCOc1cc(/C=N/NC(N)=O)cc(Br)c1OCc1ccccc1	-8	2	9	17	-11	-1	-2	-8	3	2.1	-8
CC(=O)N(c1ccccc1C)S(=O)(=O)c1ccc(Cl)cc1	-2	11	20	-16	0	5	4	-19	-9	1.8	0
CSc1nc(O)c(Nc2ccccc2)c(=O)[nH]1	-13	-2	-6	-25	-16	0	0	-13	-32	-2.9	4
COC(=O)c1c(-c2ccc(C)cc2)csc1NC(=O)Cc1ccc(OC)c(OC)c1	-12	6	-12	0	-11	6	-5	27	-17	-1.3	-2
COc1ccc(S(=O)(=O)Nc2cccc3c2O[C@H](CN(C)C)[C@@H](C)CN([C@H](C)CO)C3=O)cc1	-17	1	16	-17	-1	-1	6	-1	10	-2.4	-3
CCOC(=O)C(=CNc1cscc1S(=O)(=O)C(C)C)C(=O)OCC	-24	7	9	-3	-7	4	-5	-14	-34	-2.4	7
O=C(c1ccc2c(c1)OCO2)c1ccc[nH]1	-18	-3	-30	-38	2	8	-5	-17	-19	-1.4	13
CC(C)n1c(CN2CCN(C)CC2)nc2c1c(=O)n(C)c(=O)n2C	0	-3	8	23	-3	5	8	17	17	-3.3	-4
Cc1ccc(S(=O)(=O)c2c(C)cc(C)nc2N2CCCC2)cc1	0	6	11	7	-5	1	-1	-25	-20	-2.0	2
CC(C)c1ccccc1NC(=O)COC(=O)c1c2c(nc3ccccc13)CCN(Cc1ccccc1)C2	19	13	28	16	-2	-37	-14	9	-8	3.9	-7
COc1ccc(/C=N/NC(=O)CN2CCSCC2)cc1C	-8	-2	-2	-16	0	0	3	-5	-53	-1.3	-2
CN1CCN(c2ccc(CNS(=O)(=O)c3ccsc3)cc2)CC1	-6	x	6	-4	-1	8	x	4	-8	-2.1	-8
O=C(Cc1nn[nH]n1)NCc1ccccc1Cl	6	-4	16	-7	4	2	0	8	-31	-1.4	-2
COc1cc2c(C#N)c(N3CCN(c4ccccc4OC)CC3)nc(N)c2c(N)n1	1	14	9	23	-15	1	-2	-2	-1	-0.4	2
COc1cccc(NC(=O)c2cc(C(=O)Nc3cccc(OC)c3)n(C)n2)c1	2	6	0	6	-2	2	4	1	7	-0.1	4
Cc1cc2cc(CN3C(=O)c4ccccc4C3=O)ccc2n1C	5	3	10	4	2	0	1	1	1	-2.8	-7
Cn1nc(C(=O)NCc2ccccn2)c2ccccc2c1=O	-13	-4	-5	-11	-7	-2	1	-9	10	-2.1	2
O=C(CCSCCc1ccccn1)Nc1c(F)cc(F)cc1Br	15	-4	12	-14	11	10	-7	-9	-18	1.9	0
O=c1cc2c(c(-c3ccccc3)n1Cc1ccccc1)[C@H](CCO)NC2	-9	-8	1	-12	2	-4	-6	6	8	-1.9	-8
O=C1OCCN1C(=O)[C@H]1[C@H](c2ccc([N+](=O)[O-])cc2)C(c2ccc(F)cc2)=NN1c1ccccc1	-17	3	-12	-16	-3	20	2	5	4	1.2	-1
CC1(C)CC(=O)c2cnc3c(C#N)cnn3c2C1	-9	3	13	10	2	22	-6	12	8	-0.8	-6
CN(C(=O)CN1C(=O)/C(=C/c2ccccc2Cl)SC1=S)C1CCS(=O)(=O)C1 (stereo not given)	6	2	-36	-8	0	-3	-8	-9	9	-1.9	1
C=CCNc1nc(Nc2ccc([N+](=O)[O-])cc2)nc(OCC)n1	-4	-3	17	21	0	17	-2	2	-8	-1.3	0
Cn1ccnc1SCC(=O)Nc1cc(F)ccc1F	-17	5	-3	11	4	3	7	-13	7	-3.6	1
CCc1cc2c(-c3ccccc3)cc(=O)oc2cc1OC(C)C(=O)NCC1CCC(C(=O)O)CC1 (stereo not given)	-7	1	-2	-1	-2	5	2	-17	8	0.0	-5
Clc1ccc2oc3c(Cl)ncnc3c2c1	-8	-2	7	18	0	22	2	-14	15	-2.5	-6
COc1ccc(-c2cn(-c3cccc(C)c3)c(=O)[nH]2)cc1OC	-18	0	3	2	3	4	7	11	-6	-1.9	-1
COc1ccc(-n2ncc3c(=O)n(CC(=O)Nc4ccc5c(c4)OCCO5)cnc32)cc1	9	7	-5	39	1	6	-4	11	-8	0.6	-6
COc1ccc(-n2nnnc2SCc2nc3ccccc3s2)cc1	-97	-32	-71	-54	3	12	1	-20	-61	-0.5	4
C/C(=N\Nc1ccc([N+](=O)[O-])cc1)c1ccc(C#N)cc1	1	-6	6	-6	-6	21	-2	6	1	2.5	-18
CN(CCNC(=O)C1CCN(c2ncnc3c2nc2n3CCCCC2)CC1)Cc1ccccc1	-6	-1	-4	-10	8	8	-8	-5	0	-0.2	4
Cc1cc(C(=O)NCc2ccccc2F)c2ccccc2n1	-17	-4	6	1	8	7	11	14	-21	-1.0	-2
COc1cc(OC)c2c(-c3ccccc3)cc(=O)oc2c1	-28	4	11	15	2	0	13	-10	-7	-0.1	0
CCC(=O)Nc1ccc(NC(=O)c2ccccc2)nc1	-105	7	-91	-124	-2	7	-2	-26	-17	-0.7	3
Cc1sc2ncnc(NCc3ccccc3)c2c1C	-13	8	-46	37	3	0	-8	37	9	-1.2	-5

2 compounds from above, reduced to MC4R barr agon, NR5A2 inv ag and NCOA3 inh:
molecule | MC4R barr agon | NR5A2 inv ag | NCOA3 inh
Nc1c(/C=C2/C=CC(=O)C(O)=C2)c(=O)nc2sc(CC(=O)N3CCCC3)nn12 | -2.2 | -5 | -12
CCOc1cc(/C=N/NC(N)=O)cc(Br)c1OCc1ccccc1 | 2.1 | 17 | 9

(listing goes on)
SMILES	NCOA1 inh	LMP1 NFkB inh	NCOA3 inh	NR5A2 inv ag	ABHD5-PLIN5 inh	MC4R antagonist	TLR9-MyD88 inh	NR2F2 inh	SRC2 inh	MC4R barr agon	NOD2-RIPK2 inh
O=C(O)c1cc(S(=O)(=O)N2CCCC2)ccc1Br	3	-2	13	0	5	-1	-10	-11	-1	-1.1	-2
Cc1ccc2c(COC(=O)c3ccc(C)c(C)c3)cc(=O)oc2c1	4	-27	0	-6	-3	-1	-3	19	7	0.4	-2
Cc1ccc(C)c(SCC(=O)NC(=O)NCc2ccccc2)c1	-7	-2	11	-2	-4	6	8	-11	18	-0.2	-4
Cc1nn(-c2ccccc2)c(N)c1N=Nc1ccccc1	-104	-69	-89	-141	1	-17	1	-46	-48	-2.7	-6
CNc1nc(Nc2ccc(C)cc2C)c2sccc2n1	2	x	14	32	7	-8	x	23	-11	-0.3	-5
COc1ccccc1CN(Cc1nc2ccccc2c(=O)[nH]1)C(=O)Nc1cccc(C)c1	-14	-11	-3	-3	9	-2	-2	-12	-1	2.2	-5
COCCNC(=O)CN(Cc1ccc(Cl)cc1)S(C)(=O)=O	1	3	3	16	-2	3	-3	15	18	-2.2	9
COc1cc(/C(C#N)=C/c2cccc3ccccc23)c([N+](=O)[O-])cc1OC	-1	7	14	3	-1	3	6	-9	-2	-0.2	-4
Cc1ncc(S(=O)(=O)c2ccccc2)c(-c2ccccc2)n1	3	-6	-3	-7	-1	1	-4	-3	-19	-1.4	-7
Cc1cccc(-n2ncc3c2CCCC3NC(=O)C2=CC(=O)CC(C)(C)O2)c1C (stereo not given)	-18	14	14	17	0	-4	3	24	-4	-2.8	-3
CCSc1nnc(N2C(=O)CC(c3ccsc3)C3=C2CC(C)(C)CC3=O)s1 (stereo not given)	13	-5	13	2	-2	0	-3	3	11	-0.3	4
O=C(NCCC1=CCCCC1)C1CCN(C(=O)c2ccc(Br)cc2)CC1	-24	-7	10	17	3	0	-3	11	12	0.9	-1
CCOC(=O)N1CCN(S(=O)(=O)c2ccc(C(=O)N(CCCN(C)C)c3nc4ccc(CC)cc4s3)cc2)CC1	-6	3	-4	2	9	4	3	12	7	-2.9	7
CCCC(=O)Nc1ccc2c(c1)Cc1ccccc1-2	-96	-40	-104	-130	3	-8	5	-25	-55	0.8	-84
CC(C)(C)OC(=O)n1cc(/C=N/NC(=O)c2ccco2)c2ccccc21	-45	-12	-16	-64	1	2	-8	-34	-30	-2.7	-18
COc1cccc(C(=O)OCCN2C(=O)c3ccccc3C2=O)c1OC	-3	-10	11	6	-5	-4	-3	-11	-10	0.8	-3
O=C1N/C(=N\N=C\c2cccs2)SC1Cc1ccc(Cl)cc1 (stereo not given)	-9	-2	7	6	-9	-4	-1	1	15	15*	-1
Cc1ccc(S(=O)(=O)N(C)C)cc1NC(=O)c1cc(-c2ccco2)nc2ccccc12	15	2	14	24	9	13	-2	x	x	-4.9	-16
COc1ccc(OC)c(CNC(=O)C2CCN(S(C)(=O)=O)CC2)c1	-11	-5	-11	-7	1	6	-3	-1	9	-2.3	-5
Cn1c(Cn2cnc([N+](=O)[O-])n2)nnc1SCC(=O)Nc1ccccc1	-6	1	4	22	0	1	4	-15	-19	-2.2	1
Cc1ccccc1NC(=O)CSc1nc2c(c(=O)n(C)c(=O)n2C)n1C	2	3	-7	11	4	10	6	-14	-10	-1.2	-13
CCC(=O)Nc1cc(C(=O)O)ccc1Sc1ccc(Cl)cc1	5	-7	10	10	0	-3	-3	3	5	-1.2	-6
COc1cccc(CNC(=O)C2CCC(CNS(=O)(=O)c3cccc4cccnc34)CC2)c1 (stereo not given)	-23	0	8	1	0	-4	12	4	-3	-3.0	0
Cc1ccc(C(C)C)c(Oc2cnccn2)c1	9	3	12	1	1	16	-3	0	-22	0.2	-5
COC(=O)c1ccc(NC(=O)c2cccc(C)c2[N+](=O)[O-])cc1	-211	-1	-38	-23	6	-4	0	-30	-43	-2.9	-2
NS(=O)(=O)c1ccc(CNC(=O)CNC(=O)Cc2ccccc2)cc1	-23	-1	-8	-2	2	12	-5	0	-6	0.6	-13
COc1ccc(NC(=O)c2ncn[nH]2)cc1	-36	3	-23	-32	-2	1	-3	-5	-32	-1.7	-4
CCN(CC)CCNC(=O)C(=O)Nc1ccc2c(c1)N(S(=O)(=O)c1cccs1)CCC2	4	-10	-1	-29	6	9	-2	-21	-26	-1.4	0
